# Akt phos inh = blocks phosphorylation of Akt; Neuro2A IGF-stimulated pAkt S473 HTRF, 20 min; hits give low values; activity change, % for hits at 50 µM; hit rate 0.32% among 360,000; AID 651550; in the data active = activity change below about -80%; inconclusive = mostly about -51% to -80%; note: % is set by controls: 0 for no effect and ±100 for the full control effect
#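 Single-point screen (50 µM final compound) in Neuro2A cells stimulated 20 min with 6 nM IGF at 37 deg C. After lysis, Ser473-phosphorylated Akt read by HTRF (ex 330 nm, em 615/665 nm) as the 665/615 ratio.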
# MmCpn inh = inhibitors of Methanococcus maripaludis chaperonin (MmCpn); Potency, µM (titrated, usually from 76.9 µM), for inactives: top-dose activity, negative = inhibition, most hits filed as inhibitors; AID 504842; purified Mm-Cpn ATPase, ADP Transcreener TR-FRET; hit rate 0.031% among 330,000; note: potency is the fitted concentration of half-maximal effect; % is set by controls: 0 for no effect and ±100 for the full control effect; nearly all actives have a fitted effect of over 80% in size
#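 Quantitative HTS used 25 nM Mm-CPN and 10 uM ATP in magnesium/KCl Tris buffer, pH 7.4, with 1 mM DTT. Hydrolysis ran 30 min at 37°C; ADP was read by HTRF.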
# Abeta yeast res = A-beta toxicity reversal in yeast; yeast expressing A-beta42, growth rescue, OD600, 48 h; response scale: 0% DMSO, 100% iron-clioquinol control; Potency, µM (titrated, usually from 46.1 µM), inactives show top-dose growth rescue, hits mostly activators; hit rate 0.063% among 410,000; AID 1347071; note: potency is the fitted concentration of half-maximal effect; nearly all actives have a fitted effect of over 55% in size
#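 Growth rescue measured by 600 nm absorbance after 48 h yeast culture at 30 C with compound. Values normalized between DMSO and an equimolar ferric chloride plus clioquinol control.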
# GLP1R inv ag = acts as inverse agonist at human GLP-1 receptor. P43220. HEK293 GLP-1R CRE-luciferase, luminescence, 24 h; GLP-1R form is constitutively active. Potency, µM (highest dose often 38.3 µM), without a hit: top-dose activity change, negative = inhibition, most hits filed as inhibitors. hit rate 1.6% among 410,000. AID 624417; note: potency is the fitted concentration of half-maximal effect; % is set by controls: 0 for no effect and ±100 for the full control effect; nearly all actives have a fitted effect of over 55% in size
# Target sequence (P43220 whole entry, looked up): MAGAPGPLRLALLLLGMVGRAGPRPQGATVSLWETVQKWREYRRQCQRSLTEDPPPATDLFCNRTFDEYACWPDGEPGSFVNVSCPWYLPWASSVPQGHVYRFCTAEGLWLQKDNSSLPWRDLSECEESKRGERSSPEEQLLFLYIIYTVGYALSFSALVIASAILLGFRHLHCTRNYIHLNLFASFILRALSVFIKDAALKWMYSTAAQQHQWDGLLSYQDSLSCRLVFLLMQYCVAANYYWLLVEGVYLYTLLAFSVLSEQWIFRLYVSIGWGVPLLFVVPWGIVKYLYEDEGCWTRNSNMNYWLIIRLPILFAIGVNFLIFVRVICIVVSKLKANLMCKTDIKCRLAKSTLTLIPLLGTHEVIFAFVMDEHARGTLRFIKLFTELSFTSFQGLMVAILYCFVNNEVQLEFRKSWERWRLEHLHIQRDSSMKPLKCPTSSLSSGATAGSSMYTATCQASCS
#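 GLP-1R inverse agonism mode: basal reporter luminescence in engineered HEK293 cells measured after one day of compound exposure at 37 deg C, with a 12 min room-temperature detection step.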
# FUS suppressor = rescues growth of FUS-expressing yeast; hit rate 0.24% among 390,000; S. cerevisiae FUS-expressing, growth rescue, OD600, 24 h; Potency, µM (highest dose often 76.6 µM), for inactives: at the highest dose growth rescue (activation), usual class: activators;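 note: potency is the fitted concentration of half-maximal effect; plate controls were DMSO vehicle for no effect and reference control for full effect; nearly all actives have a fitted effect of over 55% in size; some results filed as inactive show a strong effect at the top dose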
#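 Steps: raffinose overnight preculture; dilution to OD 0.005 in 2% galactose minimal medium; compound addition (concentration series); 24hr at 30C, 99% humidity; absorbance read at 600 nm.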
# TDP-43 yeast inh = rescues yeast growth from TDP-43 toxicity. TDP-43 expressing yeast growth rescue, BacTiter-Glo, 24 h. Potency, µM (doses to about 46.1 µM), for inactives: at the highest dose growth rescue (activation), most hits filed as activators. hit rate 1.8% among 410,000; note: potency is the fitted concentration of half-maximal effect; % of control where 0% means no effect; nearly all actives have a fitted effect of over 50% in size
#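 Galactose-induced TDP-43 yeast, OD600=0.02, compound pinned; 24 hr, 30 deg C; BacTiter-Glo luminescence for growth. Inhibitors of TDP-43 toxicity read as activators.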
# PTHR1 ag = PTHR1 (human) receptor agonism; HEK293 GP2 PTHR1 cells, GloSensor cAMP luminescence, 1 h; AID 743266; Potency, µM (titrated, usually from 115 µM), without a hit: at the highest dose activation, usual class: activators; hit rate 0.075% among 410,000; note: potency is the fitted concentration of half-maximal effect; nearly all actives have a fitted effect of over 55% in size; some results filed as inactive show a strong effect at the top dose; inactives centre near -15; many of its hits are not listed in these tables
# Target sequence (Q03431 whole entry, looked up): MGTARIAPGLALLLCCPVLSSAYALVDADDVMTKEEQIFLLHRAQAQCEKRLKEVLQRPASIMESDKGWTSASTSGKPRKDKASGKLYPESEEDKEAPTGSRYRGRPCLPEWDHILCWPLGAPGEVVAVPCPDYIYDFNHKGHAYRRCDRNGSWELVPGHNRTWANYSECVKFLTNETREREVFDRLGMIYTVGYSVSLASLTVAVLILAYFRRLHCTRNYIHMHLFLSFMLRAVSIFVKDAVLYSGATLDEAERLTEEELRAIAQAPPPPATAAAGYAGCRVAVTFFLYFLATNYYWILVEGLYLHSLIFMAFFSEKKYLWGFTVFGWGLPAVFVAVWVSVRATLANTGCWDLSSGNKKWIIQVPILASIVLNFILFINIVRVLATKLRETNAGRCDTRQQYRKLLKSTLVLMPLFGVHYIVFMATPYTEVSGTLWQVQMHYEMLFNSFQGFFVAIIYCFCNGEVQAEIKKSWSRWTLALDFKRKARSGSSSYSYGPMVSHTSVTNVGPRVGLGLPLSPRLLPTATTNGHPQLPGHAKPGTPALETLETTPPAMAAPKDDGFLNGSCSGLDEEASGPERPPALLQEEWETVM
#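 HEK-293-derived GP2 cells expressing PTHR1 and a GloSensor cAMP reporter, 3,000/well, plated overnight, given luciferin plus IBMX (each 0.5 mM as added) for 1 h at 37 °C, then compound for 1 h at 37 °C. Luminescence was read after 15 min at room temperature.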
# HEK293 tox = cytotoxicity in counter-screen for GLP-1R inverse agonists; Potency, µM (highest dose often 38.3 µM), for the others: top-dose activity change, negative = inhibition, actives largely listed as inhibitors; HEK293 cAMP-luciferase reporter cells, luminescence, 24 h; hit rate 0.13% among 410,000;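 note: loss of luciferase light is scored as toxicity; potency is the fitted concentration of half-maximal effect; % is set by controls: 0 for no effect and ±100 for the full control effect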
#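 Seeding density was 200 cells/uL; after overnight-length (12 h) culture, 23 nL compounds went on for 24 h at 37 °C. Readout used a luciferase detection reagent, luminescence taken after 12 min at room temperature.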
# aSyn rescue = inhibitors of alpha-synuclein toxicity in yeast; Yeast expressing alpha-synuclein, growth rescue, BacTiter-Glo, 24 h; Potency, µM (series often up to 46.1 µM), for inactives: at the highest dose growth rescue (activation), usual class: activators; hit rate 0.14% among 370,000; note: potency is the fitted concentration of half-maximal effect; % of control where 0% means no effect; nearly all actives have a fitted effect of over 65% in size
#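 Rescue of yeast growth: cells expressing toxic alpha-synuclein, induced in galactose at OD600 0.02, incubated with compound 24 h at 30 C. ATP luminescence quantified growth; inhibitors of toxicity appear as activators.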
# An asterisk follows results filed as active; i = inactive; ? = inconclusive; nt = no result given; [ ] = remark or other dose. Unless noted, calls come from the whole dose curve; as a rule, active = well fitted curve in the direction sought with a large enough effect; inconclusive = small, poorly fitted or top-dose-only effect, or another doubt; inactive = no such curve, though single readings can be large; an effect the other way counts as inactive or inconclusive. An excerpt (hit frequency here may not be typical).
SMILES,Akt phos inh,MmCpn inh,Abeta yeast res,GLP1R inv ag,FUS suppressor,TDP-43 yeast inh,PTHR1 ag,HEK293 tox,aSyn rescue
O=C1c2ccc(Cl)cc2S(=O)(=O)c2cccc(C(=O)N3CCN(c4ncc(Br)cn4)CC3)c21,i,-1.1%,1.9%,51.7%[activator],13.2%,10.7%,i,?,0.9%
Cc1ccc(N(CC(=O)NC2CCCC2)C(=O)c2ccc(C)s2)cc1,i,0.2%,6.5%,?,8.5%,12.4%,-4.5%,7.2%,6.8%
O=C(CCc1nnc(-c2ccc3c(c2)OCO3)o1)N(Cc1ccncc1)CC1CCCO1 (stereo not given),i,-0.2%,3.3%,-5.4%,-28.8%,13.3%,i,-1.4%,-1.9%
CN(C)CCC(=O)c1ccc(F)cc1,i,0.0%,1.7%,19.6%,-14.9%,-5.3%,-24.7%,-0.2%,4.5%
CCCOc1ccc(-c2nc(C#N)c(N3CCC(C(N)=O)CC3)o2)cc1,i,0.1%,4.2%,0.0%,14.3%,-4.4%,i,-7.5%,-0.3%
COc1ccc(NC(=O)N2CCC(CO)(CC3CCCCO3)CC2)c(OC)c1 (stereo not given),i,1.4%,-1.4%,-2.0%,10.7%,-9.4%,i,-4.3%,1.6%
CCOC(=O)c1ccccc1NC(=O)COC(=O)C1CC(=O)N(c2ccc3c(c2)OCCO3)C1 (stereo not given),i,-0.2%,-8.0%,5.8%,-6.2%,0.2%,-20.4%,-3.3%,2.7%
O=C(NCc1cccnc1)c1ccc(NC(=O)c2ccco2)cc1,i,1.8%,9.7%,7.5%,-13.4%,7.8%,i,-0.9%,-6.5%
CC1CCCC(C)N1C(=O)COC(=O)c1cncc(Br)c1 (stereo not given),i,2.8%,-9.5%,31.4%[activator],-0.3%,-19.6%,i,7.6%,-0.6%
COc1cc(C(=O)N2CCCCC2c2cc(C(=O)N3CCOCC3)no2)cc(OC)c1C (stereo not given),i,nt,?,-26.3%,10.1%,6.2%,i,-12.8%,-7.6%
CC(C)C(C)NC(=O)CN1C(=O)NC2(CCCc3ccccc32)C1=O (stereo not given),i,0.1%,-6.3%,-16.1%,12.0%,-11.3%[9.22 µM],i,-10.7%,-0.7%
Cn1c(SCc2ccc(F)cc2)nc2ccc(C(=O)NCc3cccc(Cl)c3)cc21,nt,nt,-20.4%,-9.8%,5.1%,-1.2%,-32.1%[inhibitor],-7.6%,nt
O=C(C(c1ccccc1)c1ccccc1)N1CCN(Cc2ccc(Br)cc2)CC1,nt,0.7%,-5.0%,0.0%,28.8%,-17.8%,i,-17.3%,3.1%
Cc1ccc(OCc2ccc(C(=O)NN)o2)cc1C,i,-3.4%,-7.1%,2.9%,16.5%,?,i,5.5%,-12.7%
COc1ccc(-c2cc(C(F)(F)F)nc(N)n2)cc1,i,0.7%,14.5%,37.9%[activator],4.2%,6.0%,i,-1.5%,?
CCOc1ccc(N2C(=O)CS/C2=C(\C(Cl)=C(Cl)Cl)[N+](=O)[O-])cc1,i,-1.1%,3.4%,-6.3%,nt,?,-15.0%,?,13.0%
C=CCN(CC=C)C(=S)Nc1ccc2nsnc2c1,i,-18.2%,18.6%,-8.2%,-2.1%,11.1%,i,3.1%,-1.2%
O=C(O)C/C(=C\c1cc(Cl)c2c(c1)OCO2)c1nc2ccccc2s1,i,3.9%,-16.8%,-14.6%,27.7%,?,i,0.0%,-8.5%
CCOC(=O)N1CCN(C(=O)c2cc3c(-c4ccc(Cl)cc4)nn(C)c3s2)CC1,i,-1.1%,3.3%,-6.8%,-17.6%,13.6%,-7.8%,-8.5%,-2.3%
CC1CCN(CCCCOc2cccc(Br)c2)CC1,i,-1.0%,-16.8%,-4.2%,nt,-12.1%,-21.0%,?,-3.3%
CSc1ccc(/C=N/NC(=O)CNc2cccc3ccccc23)cc1,i,-0.1%,5.7%,3.2%,12.4%,11.1%,i,-1.6%,-1.2%
Cc1onc(-c2ccccc2)c1-c1nc2cc(Cl)ccc2c(=O)o1,i,-4.7%,-34.1%,4.1%,4.0%,-15.0%,-11.1%,0.7%,-15.4%
CCOC(=O)c1c(-n2c(C)cc(C=O)c2C)sc2c1CCCC2,i,-3.6%,-16.8%,-8.9%,33.2%,-2.3%,i,4.1%,-5.1%
CCOC(=O)c1c(-c2cc(OC)c(OC)c(OC)c2)csc1NC(=O)c1ccccc1,i,nt,11.9%,1.4%,-22.3%,25.3%,i,3.2%,-19.0%
Fc1ccc(NC(=S)SCc2ccc3c(c2)OCO3)cc1F,i,nt,2.5%,?,0.5%,?,-86.9%[inhibitor],-10.2%,-6.2%
# (list continues)
SMILES,Akt phos inh,MmCpn inh,Abeta yeast res,GLP1R inv ag,FUS suppressor,TDP-43 yeast inh,PTHR1 ag,HEK293 tox,aSyn rescue
Cc1ccc(Cn2c(C(=O)NCc3ccccc3Cl)cc3sccc32)cc1,nt,nt,0.7%,2.8%,-18.8%,10.1%,i,10.5%,nt
CCCNC(=O)c1ccc2nc(CCc3ccccc3)oc2c1,nt,nt,-18.5%,17.1%,-6.5%,2.5%,-26.2%,5.1%,nt
O=C(N/N=C/c1ccccn1)c1ccc([N+](=O)[O-])cc1Cl,i,-12.7%,-13.3%,?,-11.5%,9.3%,-16.1%,?,8.9%
CCN1CCN(C(=O)c2ccccc2N(Cc2ccccc2)S(=O)(=O)c2ccc(OC)cc2)CC1,i,-1.5%,6.7%,?,-26.4%,5.6%,i,-18.7%,0.0%
Cn1c(=O)oc2cc(S(=O)(=O)NCCCN3CCCC3=O)ccc21,i,0.2%,9.7%,6.7%,-14.8%,3.3%,i,-13.0%,-0.8%
O=C1NC(c2ccco2)Nc2sc3c(c21)CCN(Cc1ccccc1)C3 (stereo not given),i,-5.3%,-12.8%,18.4%,-15.1%,-1.0%,i,6.6%,?
Cc1cc(C)c2c(=O)cc(C(=O)Nc3sc4c(c3C(=O)NCc3cccnc3)CCCC4)oc2c1,nt,nt,-4.5%,9.3%,-24.8%,26.4%,i,-4.1%,nt
O=[N+]([O-])c1ccc(/C=N/Nc2ncc(Br)cn2)cc1,i,0.5%,-2.9%,9.4%,-0.2%,10.8%,-25.9%,33.0%,7.5%
OC(COc1ccc(Cl)cc1Cl)Cn1ccnc1 (stereo not given),i,?,-7.2%,-5.1%,4.0%,10.7%,-26.2%,3.9%,-0.2%
CN(c1ccc(C(=O)O)cc1)S(=O)(=O)c1ccccc1,i,0.9%,-1.2%,0.2%,11.4%,-2.6%,i,1.1%,-5.9%
CCOC(=O)N1CCC(NC(=O)c2cnn3c2NC(c2ccco2)CC3C(F)(F)F)CC1 (stereo not given),i,nt,3.0%,0.0%,nt,14.3%,i,-2.6%,7.4%
COc1cc([N+](=O)[O-])ccc1NC(=O)Oc1ccc(NC(C)=O)cc1,i,1.8%,1.0%,-8.8%,-31.4%,-8.2%,-0.2%,-19.4%,4.1%
Cn1c(=O)c2[nH]c(N3CCOCC3)nc2n(-c2ccccc2)c1=O,i,0.8%,10.1%,6.8%,-31.5%,4.9%,16.0%[57.5 µM],5.0%,5.7%
Fc1ccc(-n2nnc(-c3ccnc4ccccc34)n2)cc1,i,nt,-23.6%,15.8%,-8.5%,29.2%,-38.4%[inhibitor],12.0%,5.8%
CCN1CCN(c2cc(C)c3cc(NC(=S)N4CCN(c5ccccc5F)CC4)ccc3n2)CC1,i,?,-5.2%,?,-1.5%,-7.8%,i,-8.9%,-0.6%
CCOc1ccc(S(=O)(=O)Nc2ccc(Cl)cn2)c(C)c1C,i,1.5%,-0.7%,11.2µM*,20.7%,-17.5%,-49.7%[inhibitor][57.5 µM],2.0%,11.6%
Cc1nn(C)cc1S(=O)(=O)N1CCN(Cc2cccc(Cl)c2)CC1,i,-1.1%,3.1%,-3.9%,11.0%,9.4%,i,0.3%,4.0%
COc1ccc(-n2ncc3c(NCc4ccccn4)ncnc32)cc1,i,-0.8%,-4.3%,118.9%[activator],6.3%,?,-12.7%[57.5 µM],9.5%,6.5%
Nc1ccccc1SCc1ccccc1,i,-7.3%,-16.0%,-18.1%,-8.9%,3.7%,-0.6%,-3.6%,-0.5%
COc1ccc(C(=O)NCc2ccccc2OC)c(OC)c1,i,0.3%,-10.1%,1.1%,13.6%,24.5%,-15.4%,-1.9%,3.3%
O=C1COc2ccc(C(=O)c3ccccc3C(=O)O)cc2N1,i,-2.7%,-0.2%,7.6%,-8.9%,5.3%,i,-15.5%,-0.8%
Cc1ccc(S(=O)(=O)/N=C/N(C)C)cc1,i,-0.7%,0.2%,10.4%,nt,-16.0%,i,14.5%,6.2%
C=CCc1c(C)c(C#N)c2nc3ccccc3n2c1N1CCCCC1,i,-6.3%,17.2%,25.1%,7.2%,-2.8%,i,17.0%,-0.3%
COc1cc(C=C2CCCC(=Cc3ccc(OCC4CO4)c(OC)c3)C2=O)ccc1OCC1CO1 (stereo not given),i,nt,14.2%,?,28.3%,0.0%,-29.0%,1.2%,0.3%

# Some of these compounds in order of number of heavy atoms, rising.
SMILES,Akt phos inh,MmCpn inh,Abeta yeast res,GLP1R inv ag,FUS suppressor,TDP-43 yeast inh,PTHR1 ag,HEK293 tox,aSyn rescue
CN(c1ccc(C(=O)O)cc1)S(=O)(=O)c1ccccc1,i,0.9%,-1.2%,0.2%,11.4%,-2.6%,i,1.1%,-5.9%
Cc1nn(C)cc1S(=O)(=O)N1CCN(Cc2cccc(Cl)c2)CC1,i,-1.1%,3.1%,-3.9%,11.0%,9.4%,i,0.3%,4.0%
CCN1CCN(C(=O)c2ccccc2N(Cc2ccccc2)S(=O)(=O)c2ccc(OC)cc2)CC1,i,-1.5%,6.7%,?,-26.4%,5.6%,i,-18.7%,0.0%

# Screens from PubChem.
